High-throughput results (PubChem)
EBI2 block = EBI2 (human) antagonism; EBI2 beta-arrestin recruitment, luminescence, 7a,25-OHC stimulated; inhibition, % at 5 µM; actives 0.81% (n = 360,000); in the data active = inhibition above about 38%;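 note: enzyme fragment complementation signal reports receptor beta-arrestin coupling in cells; 0% = agonist plus DMSO wells and 100% = wells without agonist; some results beyond the cut were filed as inactive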
Target sequence (P32249 whole entry, looked up, the tested form may be a part): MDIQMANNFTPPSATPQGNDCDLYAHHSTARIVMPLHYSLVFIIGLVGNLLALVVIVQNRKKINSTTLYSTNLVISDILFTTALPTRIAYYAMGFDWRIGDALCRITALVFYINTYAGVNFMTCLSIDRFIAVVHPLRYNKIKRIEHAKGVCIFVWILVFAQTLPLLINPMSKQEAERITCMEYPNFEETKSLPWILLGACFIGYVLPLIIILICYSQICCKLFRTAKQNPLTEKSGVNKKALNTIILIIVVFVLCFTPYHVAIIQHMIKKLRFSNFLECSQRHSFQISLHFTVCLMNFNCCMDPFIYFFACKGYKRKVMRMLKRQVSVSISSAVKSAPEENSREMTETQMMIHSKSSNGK
CXCR6 block = CXCR6 (human) receptor inhibition; actives 0.36% (n = 360,000); inhibition, % at 20 µM; CHO-K1 PathHunter CXCR6 beta-arrestin, luminescence; AID 602244; in the data active = inhibition above about 34%, passing the limit was not always enough;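 note: antagonist mode with CXCL16 agonist at 10 nM final; 0% = 10 nM CXCL16 with DMSO and 100% = unstimulated wells without agonist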
GRIN3A LBD mod = modulators (binders) of human NR3A ligand-binding domain. NR3A LBD differential scanning fluorimetry, Tm shift; 0% = protein alone, 100% = glycine-bound protein. Tm shift relative to glycine control, % at 25 µM. actives 2.5% (n = 340,000). AID 1259313;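 active = melting temperature shift of at least 10% of the positive control shift, at one fixed dose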
Gli-Sufu antag = antagonists of Gli-Sufu signaling; Sufu-KO-LIGHT fibroblasts, Gli luciferase reporter luminescence; inhibition, % at 5 µM; actives 0.74% (n = 340,000);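 active = inhibition above about 55%, limit read from the data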;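 note: 0% = DMSO-treated cells and 100% = wells with medium but no cells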
CCR6 antagonist = CCR6 (human) receptor antagonism; inhibition, % at 20 µM; CHO-K1 CCR6 PathHunter beta-arrestin, luminescence, CCL20-stimulated; actives 0.49% (n = 340,000); AID 493098; P51684;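 active = compounds whose inhibition of the agonist-driven luminescence signal at 20 µM reaches about 50%, limit read from the data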;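 note: cells stimulated with CCL20 at 14 nM final; plate controls were DMSO with CCL20 for no effect and DMSO without agonist for full effect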
APOBEC3G inh = APOBEC3G (human) deaminase inhibition; Q9HC16; recombinant A3G, ssDNA deamination FAM/TAMRA fluorescence; inhibition, % at 20 µM; actives 0.28% (n = 330,000); AID 493012;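 active = inhibition of at least 40% at 20 µM, with no more than 30% in the related APOBEC3A deaminase screen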;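 note: plate controls were DMSO wells with A3G for no effect and wells lacking A3G enzyme for full effect; some compounds called inactive have numbers as strong as hits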
Target sequence (Q9HC16 whole entry, looked up): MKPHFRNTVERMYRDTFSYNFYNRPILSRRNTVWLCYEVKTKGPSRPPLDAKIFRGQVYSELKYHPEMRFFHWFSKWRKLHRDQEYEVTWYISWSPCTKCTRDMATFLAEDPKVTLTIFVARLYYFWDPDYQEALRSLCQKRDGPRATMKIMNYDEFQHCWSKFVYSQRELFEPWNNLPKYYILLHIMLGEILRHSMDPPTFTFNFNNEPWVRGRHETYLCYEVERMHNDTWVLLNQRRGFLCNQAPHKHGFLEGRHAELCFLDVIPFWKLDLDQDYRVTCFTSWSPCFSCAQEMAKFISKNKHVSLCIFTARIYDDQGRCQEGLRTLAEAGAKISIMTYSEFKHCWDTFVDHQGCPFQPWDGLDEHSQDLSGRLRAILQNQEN
MPTP block = inhibitors of mitochondrial permeability transition pore. isolated mouse mitochondria, Ca2+ swelling absorbance, 30 min. inhibition, % at 10 µM. actives 1.4% (n = 360,000). AID 602449;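 active = inhibition of 50% or more, scaled per plate between neutral and stimulator controls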;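 note: 0% = DMSO wells given calcium and 100% = 1 mM EGTA wells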
A3A deaminase = inhibitors of human APOBEC3A DNA deaminase. P31941. inhibition, % at 20 µM. actives 0.41% (n = 330,000). recombinant A3A, FAM/TAMRA ssDNA deamination fluorescence;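 active = at least 40% inhibition at 20 µM here, with at most 30% in a related deaminase screen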;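 note: plate controls were A3A with DMSO for no effect and wells lacking A3A enzyme for full effect; some results filed as inactive read as strong as hits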
Target sequence (P31941 whole entry, looked up): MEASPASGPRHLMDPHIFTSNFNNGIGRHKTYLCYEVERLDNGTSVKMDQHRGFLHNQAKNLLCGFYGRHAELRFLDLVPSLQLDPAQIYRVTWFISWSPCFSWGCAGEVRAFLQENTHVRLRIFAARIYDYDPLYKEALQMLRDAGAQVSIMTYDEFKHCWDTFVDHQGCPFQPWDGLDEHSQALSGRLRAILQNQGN
* hit, by the source's call; / = no result given.

item	structure	EBI2 block	CXCR6 block	GRIN3A LBD mod	Gli-Sufu antag	CCR6 antagonist	APOBEC3G inh	MPTP block	A3A deaminase
1	Cn1c(Cn2c(=O)sc3ccccc32)nnc1SCC(=O)Nc1ccccc1	2	0	-2	2	7	2	-1.8	0
2	COc1ccc(-n2nc(C(=O)NCC(=O)N3CCN(Cc4ccccc4)CC3)c3ccccc3c2=O)cc1OC	-20	-2	1	-3	22	2	0.7	-4
3	CC(C)C(NC(=O)OCc1ccccc1)C(=O)NC1CCCCC1 (centres undefined)	-6	3	-1	4	0	-2	-1.6	1
4	CC1CCc2c(sc3nc(CSc4nnnn4C)[nH]c(=O)c23)C1 (centres undefined)	-1	-7	-1	0	10	-1	4.2	5
5	Nc1c(C(=O)N2CCCCC2)sc2nc3c(cc12)CCCC3	-12	5	3	7	3	-4	-0.5	1
6	CCOc1cc(NC(=S)NCc2ccccc2)c(OCC)cc1NC(=O)C(C)C	-7	12	-1	22	8	-7	1.8	-10
7	Cc1ccc(-c2ccc(SCC(=O)Nc3nonc3C)nn2)cc1	14	-15	0	-9	1	-4	1.2	-4
8	O=CN/C=C/c1cccc(O)c1	8	-4	14*	-4	-1	/	-0.6	/
9	Cc1ccccc1N(CC(=O)N1CCN(c2ccccc2)CC1)S(C)(=O)=O	0	5	-1	4	19	-4	-0.2	-3
10	O=C(NC(=S)Nc1cccc(Cl)c1N1CCCCC1)c1ccco1	30	5	-1	2	11	1	14	3
11	COc1cc(C2CC(=O)c3c([nH]c(C(=O)OCCOC(C)C)c3C)C2)cc(OC)c1OC (centres undefined)	-2	-1	-1	36	4	-1	9.2	-3
12	Cc1c(NC(=O)C2(c3ccccc3)CCOCC2)c(=O)n(-c2ccccc2)n1C	-10	-2	-1	-10	-10	-4	-2.3	-3
13	O=C(O)C1=C[C@@H](C2CCCCC2)C[C@@H](OCCCCO)O1	-6	-2	-1	-1	15	2	-0.3	-1
14	Cc1cc(NC(=O)CCC(=O)N(c2cccnc2)C(C(=O)NC2CCCC2)c2ccccc2)no1 (centres undefined)	1	-4	1	-7	-5	-6	-3.5	-3
15	COc1cc2cc(CN(Cc3cccs3)C(=S)Nc3ccccc3)c(=O)[nH]c2cc1OC	2	10	17*	30	16	-10	1.6	-2
16	C[N+](C)(C)C/C=C1/COCO1	-6	0	1	4	-3	18	-2.8	48*
17	Cc1ccc(S(=O)(=O)/N=C2/NC(=O)/C(=C/c3ccccn3)S2)cc1	1	-6	-16	0	10	-12	-1.3	-2
18	Cc1ccc(Cn2ccc(NC(=O)c3cc(-c4ccco4)on3)n2)cc1	10	5	0	-3	1	-2	-2.5	6
19	CC1=C(C)CC(C(=O)NNC(=O)c2csc3c2CCC(C(C)(C)C)C3)C(C(=O)O)C1 (centres undefined)	0	-6	-1	-2	15	-4	-0.3	1
20	COc1ccc(C2C(C(=O)c3cccs3)=C(O)C(=O)N2Cc2cccnc2)cc1OC (centres undefined)	2	-4	1	-3	8	-1	-2.6	5
21	CC(C)CN(CC(C)C)C(=S)NC1CCCCC1	5	-13	2	6	-13	-6	-0.5	-4
22	CC1CCN(c2ccc(NC(=O)C3CCCN3S(=O)(=O)c3ccc(F)cc3)cc2)CC1 (centres undefined)	2	6	-2	-2	19	-8	-0.6	-4
23	O=C(CCCn1c(=O)[nH]c2ccsc2c1=O)N1CCCCC1	-3	4	-6	-1	5	-1	-1.1	-1
24	Cc1ccc(S(=O)(=O)N2CCN(Cc3ccco3)CC2)cc1C	-2	-4	0	2	0	-5	-0.2	-2
25	O=S(=O)(NCc1c(Cl)cccc1Oc1ccccc1)c1ccccc1	2	-3	-2	-1	12	-11	8.3	-4

Full records, looked up by structure. Screens in order: EBI2 block	CXCR6 block	GRIN3A LBD mod	Gli-Sufu antag	CCR6 antagonist	APOBEC3G inh	MPTP block	A3A deaminase
CC(C)CN(CC(C)C)C(=S)NC1CCCCC1 across the screens: 5	-13	2	6	-13	-6	-0.5	-4
Cc1cc(NC(=O)CCC(=O)N(c2cccnc2)C(C(=O)NC2CCCC2)c2ccccc2)no1 (centres undefined) across the screens: 1	-4	1	-7	-5	-6	-3.5	-3

Continued:
item	structure	EBI2 block	CXCR6 block	GRIN3A LBD mod	Gli-Sufu antag	CCR6 antagonist	APOBEC3G inh	MPTP block	A3A deaminase
26	O=C(NC1CC1)C1=C[C@@H](c2c[nH]c3ccccc23)C[C@@H](OCCCCO)O1	-13	-13	2	11	18	-3	1.5	1
27	COC1CCN(Cc2cn(Cc3ccccc3)nc2-c2cc3ccccc3o2)CC1	8	6	-1	4	8	9	2.4	11
28	COc1cc(/C=C2\SC(=O)NC2=O)ccc1Oc1ccc([N+](=O)[O-])cn1	1	-2	0	-1	3	1	6.6	5
29	Cc1cccc(NC(=O)NC2(C)CCS(=O)(=O)C2)c1 (centres undefined)	-3	-4	0	4	-19	0	-3.1	0
30	COCCNCCCOc1ccc(Br)cc1Cl	-4	-4	-8	16	5	-4	0.5	-3
31	O=C1c2cccc3cccc(c23)N1CN1CCN(c2ccccn2)CC1	-9	-14	0	2	-23	-3	-1.5	-1
32	CC1CCN(C(=O)C(=O)c2cn(CC(=O)N3CCCCCC3)c3ccccc23)CC1	-1	10	2	0	6	-8	-1.5	-4
33	O=C(CN(Cc1ccccc1)C(=O)CNS(=O)(=O)c1ccc(F)cc1)NCC1CCCO1 (centres undefined)	-10	3	2	18	2	-8	-0.4	-1
34	CC(C)=C1C2CC2C2C(C(=O)O)C12 (centres undefined)	10	-5	1	-1	7	1	0.0	3
35	S=C(c1ccc(-c2ccccc2Cl)o1)N1CCOCC1	3	-14	-3	-53	17	61*	0.3	-2
36	Cc1sc2ncnc(NCC(C)(C)N3CCOCC3)c2c1C	-1	-1	-8	64*	-14	8	80*	-5
37	CC(=NNC(=O)c1cc(C)oc1C)c1ccc(Br)s1	-9	-9	0	-25	7	0	-0.8	1
38	CCN(CC)CCn1c(NC(=O)c2ccc(C)cc2)nc2ccccc21	6	27	2	-4	39	-6	3.9	3
39	N=C(N)SCc1ccccc1Cl	-3	-2	-1	-11	-3	-9	0.0	-3
40	COc1ccc(N2C(=O)NC(NC(=O)c3ccncc3)(C(F)(F)F)C2=O)cc1 (centres undefined)	-8	2	0	-17	-1	-6	-0.7	-6
41	O=C(Nc1ccccc1N1CCCC1)c1ccc(F)c(S(=O)(=O)N2CCOCC2)c1	-2	6	1	6	9	-5	-2.2	-4
42	C[C@@H]1CC[C@]2(O[C@@H](CCO)C[C@H](O)[C@H]2O)O1	-14	-10	-1	23	5	1	-1.0	0
43	O=C(Cc1cccc(C(F)(F)F)c1)NCc1cccc(Cl)c1	7	-1	-2	3	4	-5	6.1	1
44	O=S1(=O)CCC(n2ncc3c2/C(=C/c2ccccc2)CC3)C1 (centres undefined)	7	0	-1	-4	-3	-6	-1.3	-1
45	O=[N+]([O-])c1nc2ccccc2[nH]1	0	-6	-2	5	5	/	-0.8	/
46	Cc1ccc(NC(=O)NNC(=O)C2CC(c3cccs3)=NO2)cc1 (centres undefined)	-6	-2	0	-2	-5	-8	0.2	-6
47	CCCCC[n+]1ccn(C2=C([O-])c3ccccc3C(=O)/C2=N\S(=O)(=O)c2ccc(Cl)cc2)c1	4	5	0	-11	8	4	3.6	5
48	Cc1nn(CC(=O)N2CCN(C)CC2)c(=O)c2ccccc12	-3	6	1	1	10	-5	-1.6	-1
49	Cc1cc(C)n2nc(SCC(=O)Nc3ccccc3C)nc2n1	-4	-6	-1	-15	10	-3	0.1	-3
50	O=Cc1cc2ccccc2nc1SCc1ccc(Cl)cc1	-5	-3	-5	-28	5	-3	1.2	-5

The listing continues.
item	structure	EBI2 block	CXCR6 block	GRIN3A LBD mod	Gli-Sufu antag	CCR6 antagonist	APOBEC3G inh	MPTP block	A3A deaminase
51	Cc1cc(=O)n(C2CCS(=O)(=O)C2)[nH]1 (centres undefined)	-6	1	2	10	-3	-4	-1.7	-2
52	Cc1nc(-c2ccc(F)cc2)c(CC(=O)N(C)CC(=O)Nc2ccccc2C(F)(F)F)s1	-10	8	2	-8	10	-4	0.1	1
53	Cc1ccc(S(=O)(=O)N2CCCc3ccccc32)cc1C	8	7	4	31	15	-4	-0.6	-6
54	COc1cc(NC(=O)CNc2cccc(S(=O)(=O)N3CCCC3)c2)cc(OC)c1	6	-1	-6	11	2	-4	2.4	0
55	NC(=O)CSc1nnc2ccc(-c3ccc(F)cc3)nn12	3	1	0	6	10	-5	1.9	-3
56	O=C(NCc1cccnc1)c1cc(Sc2cccc(Cl)c2)nc2ccccc12	-4	-15	-9	7	13	1	-20	0
57	CCN1C(=O)[C@H]2[C@@H](c3ccc(-c4ccc(OC)cc4)cc3)N[C@@](C)(C(=O)OC)[C@H]2C1=O	15	-6	1	18	10	-10	-2.0	-1
58	CCn1c(CCNC(=O)c2cccs2)n[nH]c1=S	-5	-14	1	1	-2	3	0.4	-1
59	CCc1cc2c(SCc3nc4sc(C(C)=O)c(C)c4c(=O)[nH]3)ncnc2s1	1	-3	-4	-1	13	0	8.5	5
60	CC(C)(C)c1csc(NNC(=O)c2ccc(Cl)cc2)n1	3	-1	-9	-27	11	-10	2.2	-3
61	Cc1c(C(=O)O)cccc1N1C(=O)Nc2ccccc2N1O	-6	1	0	-9	-14	0	-0.1	0
62	O=C(Nc1cccc(/C=C/c2nc3ccccc3c(=O)[nH]2)c1)c1ccccc1Cl	-35	-4	-4	-37	4	14	3.6	-4
63	O=C1CSc2nc3ccccc3n21	-6	-3	1	-8	0	-5	-2.2	0
64	Cn1c(-c2ccccc2[N+](=O)[O-])[n+](C)c2ccccc21	-3	0	-1	4	3	-5	3.4	-2
65	CCN(C[C@H]1N[C@@](CC)(C(=O)OC)[C@H]2C(=O)N(C)C(=O)[C@@H]12)C(=O)c1ccccc1	1	-2	-1	-3	-2	1	-1.5	0
66	O=C(c1ccc([N+](=O)[O-])s1)N1CCN(c2ccc(C(F)(F)F)cn2)CC1	0	-22	-1	13	-17	-5	-0.9	1
67	O=C(COc1ccc(S(=O)(=O)N2CCCCC2)cc1)NCC1CCCO1 (centres undefined)	3	5	-2	8	-3	-2	-2.9	0
68	Nc1c(C(=O)c2cccs2)sc2nsc(SCCN3CCCCC3)c12	-3	10	2	-14	23	-10	1.8	-2
69	CCc1ccccc1Nc1nc(N)nc(CSc2nnnn2C)n1	-11	-10	-1	-13	4	-2	0.7	1
70	CCOc1ccccc1C1CC(=O)NC2=C1C(=O)CC(C)(C)C2 (centres undefined)	-5	-5	1	-3	-12	-6	0.5	-1
71	COc1ccc(C2c3[nH]c4ccccc4c3CCN2C(=O)Cc2nonc2C)c(F)c1 (centres undefined)	18	15	-5	2	11	-4	4.9	-9
72	CCNC(=S)N1CCc2ccccc2C1	1	-2	0	4	-10	-3	0.1	1
73	C/C(=N\NC(=O)CNC(=O)C1COc2ccccc2O1)c1ccc(Cl)cc1 (centres undefined)	8	2	1	0	7	-11	-0.2	-3
74	CCC1=NN2C(=N)/C(=C/c3c(C)nn(-c4ccccc4)c3Cl)C(=O)N=C2S1	-22	1	-1	12	3	3	1.1	-2
75	CCOC(=O)N1CCN(C(=O)c2cn(CC(C)C)c(=O)c3c2c2ccccc2n3C)CC1	1	-2	-1	8	8	-1	-1.5	1

(continued)
item	structure	EBI2 block	CXCR6 block	GRIN3A LBD mod	Gli-Sufu antag	CCR6 antagonist	APOBEC3G inh	MPTP block	A3A deaminase
76	O=C(NCCN1CCOCC1)c1ccccc1-c1ccccc1	-6	16	-1	1	3	-3	-0.2	-4
77	CCOc1ccc(S(=O)(=O)N2CCN(c3ccccc3OC)CC2)c2cccnc12	-4	-1	-1	8	12	-3	-3.9	5
78	C=CCN(C(=O)c1ccc2c(c1)nnn2C)c1ccccc1	-16	-12	0	18	1	-13	-1.5	-2
79	CCN(Cc1nc2ccccc2n1C)c1ccccc1	2	1	0	9	12	-3	-0.1	-9
80	CCOC(=O)c1ccccc1Oc1c(F)c(F)nc(NCCO)c1F	-1	7	0	1	16	-10	45	-5
81	COc1cc(C)ccc1OCc1cc(C(=O)N2CCCCCC2)no1	8	7	-2	40	15	0	-3.2	3
82	NC(=O)Cc1nc2scc(-c3ccccc3)c2c(=O)[nH]1	2	5	1	-1	-2	-9	-1.9	-4

Single entries from above.
CXCR6 block, no. 80 is entered as 7
GRIN3A LBD mod, no. 77 is entered as -1
